From PubChem
MEKK2 WT-MEK5: raises or lowers MEK5 binding to wildtype human MEKK2 PB1 domain; bead flow cytometry, Alexa488-MEK5 binding to MEKK2 WT; actives lie on both sides; binding response (% of control), % at 10 µM; 290,000 tested, 1.1% active; in the data active = binding response below about 67% or above about 130%
NALP1 yeast inh: NALP1 inhibition; 280,000 tested, 0.61% active; S. cerevisiae NALP1/ASC/caspase-1 growth, X-gal OD620, 72 h; inhibition, % at 10 µM; in the data active = inhibition mostly above about 24%, no sharp cut-off; inactive = mostly below about 32%; note: some compounds called inactive have numbers as strong as hits
GalR3 antag: blocks the human galanin receptor 3; O60755; HEK293 GalR3-CNG cAMP membrane potential fluorescence; galR3 body fused to GalR1 C-terminus; inhibition, % at 3 µM; 360,000 tested, 0.44% active; AID 651719;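 active = inhibition above the screen-wide average plus 3 SD, cut at about 13% in these data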;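 note: forskolin and galanin both at EC90 stimulate the cells; cAMP rise reported by CNG channel membrane potential dye signal; 0% = forskolin plus galanin with DMSO and 100% = forskolin alone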
MEKK3 PB1 HTS: modulators (inhibitors or enhancers) of MEK5 binding to human MEKK3 PB1 domain | bead-based flow cytometry, Alexa488-MEK5 binding to MEKK3; actives lie on both sides; 0 = blocked by unlabeled MEK5, 100 = vehicle | binding response (% of control), % at 10 µM | 290,000 tested, 1.4% active;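 active = binding response more than 3 SD above or below the average of its plate-row segment, actives on both sides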;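 note: Alexa488 bead fluorescence after subtracting the streptavidin-only scavenger bead signal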
MEKK2 mut-MEK5: signal of MEK5 binding to mutant human MEKK2 PB1 domain. bead flow cytometry, Alexa488-MEK5 binding to MEKK2 mutant. percent response, % at 10 µM. 290,000 tested, 0.35% active. AID 1530; in the data active = percent response above about 24%, passing the limit was not always enough; note: inactives centre near 1; some results filed as inactive read as strong as hits; reference of the scale not given here
OXTR agonist: agonists of human oxytocin receptor; P30559; CHO-OTR cells, Fluo-8 calcium fluorescence; normalized: DMSO 0%, oxytocin 100%; activation, % at 3 µM; 320,000 tested, 0.32% active; AID 2435;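 active = activation above the mean of all tested compounds plus 3 SD, cutoff set per screening run, cut at about 20% in these data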;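 note: peak over basal fluorescence ratio from a 100 s FLIPR kinetic read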
Target sequence (P30559 whole entry, looked up): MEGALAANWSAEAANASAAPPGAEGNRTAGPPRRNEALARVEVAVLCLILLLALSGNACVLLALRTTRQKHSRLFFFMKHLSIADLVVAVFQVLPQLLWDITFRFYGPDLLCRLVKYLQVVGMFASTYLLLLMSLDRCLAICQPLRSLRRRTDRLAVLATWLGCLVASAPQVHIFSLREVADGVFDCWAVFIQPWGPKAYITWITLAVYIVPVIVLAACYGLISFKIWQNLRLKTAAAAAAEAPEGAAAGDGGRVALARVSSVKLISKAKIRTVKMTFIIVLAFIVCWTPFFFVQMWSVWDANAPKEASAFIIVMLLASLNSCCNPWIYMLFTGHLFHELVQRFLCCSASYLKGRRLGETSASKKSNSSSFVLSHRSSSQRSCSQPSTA
PHOSPHO1 block: blocks human PHOSPHO1 phosphatase activity | recombinant PHOSPHO1, absorbance phosphatase assay | inhibition, % at 13.3 µM | 290,000 tested, 1.1% active; in the data active = inhibition above about 60%
Target sequence (Q8TCT1 whole entry, looked up): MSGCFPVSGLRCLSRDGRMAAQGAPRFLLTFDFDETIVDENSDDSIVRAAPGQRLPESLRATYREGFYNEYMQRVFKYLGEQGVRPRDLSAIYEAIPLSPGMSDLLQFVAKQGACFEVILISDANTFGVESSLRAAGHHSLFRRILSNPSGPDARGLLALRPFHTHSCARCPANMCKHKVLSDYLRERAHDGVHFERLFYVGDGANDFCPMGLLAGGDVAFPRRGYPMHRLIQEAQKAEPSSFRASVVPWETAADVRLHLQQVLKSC
GPR7 antagonist: human neuropeptides B/W receptor 1 antagonism; 290,000 tested, 1.1% active; GPR7-expressing cells, fluorescence antagonist assay; inhibition, % at 4.4 µM; P48145; in the data active = inhibition above about 16%, passing the limit was not always enough;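 note: cells stimulated with the agonist NPW; 0% = agonist with vehicle and 100% = vehicle without agonist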
Target sequence (P48145 whole entry, looked up): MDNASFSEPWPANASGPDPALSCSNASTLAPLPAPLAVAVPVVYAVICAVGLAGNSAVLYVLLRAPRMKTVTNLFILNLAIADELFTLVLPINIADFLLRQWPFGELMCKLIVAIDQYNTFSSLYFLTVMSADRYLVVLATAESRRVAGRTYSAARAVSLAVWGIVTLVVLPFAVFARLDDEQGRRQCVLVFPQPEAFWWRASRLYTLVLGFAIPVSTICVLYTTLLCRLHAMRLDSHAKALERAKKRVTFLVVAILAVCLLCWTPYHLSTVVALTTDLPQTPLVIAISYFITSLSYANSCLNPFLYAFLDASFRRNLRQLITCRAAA
V1aR counter: activates human V1a receptor in oxytocin agonist counter-screen; P37288; CHO-V1R cells, Fluo-8 calcium fluorescence, agonist mode; 0% DMSO, 100% 3 nM vasopressin; activation, % at 3 µM; 320,000 tested, 0.25% active; AID 2797;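 active = activation above the mean activation of all tested compounds plus 3 SD, per screening run, cut at about 20% in these data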;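 note: signal is peak over basal fluorescence ratio across a 100 second FLIPR read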
Starred values were filed as active, the others as inactive; . = not tested or not shown.

Short keys: A = MEKK2 WT-MEK5; B = NALP1 yeast inh; C = GalR3 antag; D = MEKK3 PB1 HTS; E = MEKK2 mut-MEK5; F = OXTR agonist; G = PHOSPHO1 block; H = GPR7 antagonist; I = V1aR counter
> CCOC(=O)N1CCC(NC(=O)C(NS(=O)(=O)c2ccc3c(c2)CCN3C(=O)CC)C(C)C)CC1 (configuration not stated)
  A: 94 | B: 0 | C: 2 | D: 96 | E: -5 | F: -1.5 | G: -13 | H: -17 | I: 0.1
> CCOc1ccccc1N1CCN(C(=O)c2cccs2)CC1
  A: 103 | B: 18 | C: -6 | D: 103 | E: 4 | F: -0.2 | G: 19 | H: -3 | I: 0.8
> CC(C)CNS(=O)(=O)c1ccc(NC(=O)Cn2nc(-c3ccc(F)cc3)ccc2=O)cc1
  A: 93 | B: 29 | C: -10 | D: 93 | E: -5 | F: -1.8 | G: 3 | H: 33* | I: -0.2
> C/C(Cl)=C/CSc1nnc2n(N)c(=O)c3ccccc3n12
  A: 96 | B: 13 | C: -3 | D: 100 | E: -4 | F: 2.6 | G: 56 | H: 12 | I: 0.7
> O=C1[C@H]2[C@@H](C(=O)N1c1cc(Cl)cc(Cl)c1)[C@]1(C(=O)Nc3ccccc31)N1CCC[C@@H]21
  A: 92 | B: -4 | C: -4 | D: 92 | E: 3 | F: 0.3 | G: 24 | H: -2 | I: 0.5
> O=C(CC1C(=O)NCCN1Cc1cccc(Oc2ccccc2)c1)NCCc1ccncc1 (configuration not stated)
  A: 97 | B: -12 | C: -1 | D: 99 | E: -9 | F: 0.1 | G: 49 | H: -8 | I: 1.0
> S=c1[nH]nc(-c2ccncc2)n1/N=C/c1cn(-c2ccccc2)nc1-c1ccc(Cl)cc1
  A: 96 | B: . | C: 1 | D: 91 | E: -16 | F: -0.6 | G: -154 | H: -13 | I: -0.4
> COc1ccc(CCn2c(C(C)C)nc3c(c(=O)c4ccccc4n3C)c2=O)cc1
  A: 105 | B: 47 | C: . | D: 124 | E: 1 | F: 30* | G: 0 | H: -9 | I: 10
> C=CCOc1cccc(C2/C(=C(/O)c3ccc4c(c3)CC(C)O4)C(=O)C(=O)N2CCN2CCOCC2)c1 (configuration not stated)
  A: 95 | B: 1 | C: -8 | D: 94 | E: 0 | F: 2.7 | G: 32 | H: 4 | I: 3.9
> CCOC(=O)C1CCCCN1Cc1ccccc1C(F)(F)F (configuration not stated)
  A: 102 | B: 0 | C: -5 | D: 89 | E: 3 | F: -1.6 | G: -2 | H: 4 | I: -0.4
> Nc1nc2nn(-c3ccccc3)nc2c(=O)[nH]1
  A: 95 | B: 10 | C: -10 | D: 97 | E: 10 | F: 0.4 | G: 33 | H: -7 | I: 0.8
> CN(C)C=NC(=O)c1cc(C(=O)c2ccccc2Cl)c[nH]1
  A: 95 | B: -4 | C: -3 | D: 98 | E: 0 | F: 0.1 | G: 34 | H: 1 | I: 1.4
> COc1ccc(Br)cc1C(=O)Nc1cccc(C)c1C
  A: 104 | B: 31 | C: -1 | D: 120 | E: -1 | F: -1.8 | G: -14 | H: -10 | I: 1.4
> COCCCN(C(=O)c1cccnc1SC)c1c(N)n(Cc2ccccc2)c(=O)[nH]c1=O
  A: 112 | B: 2 | C: 2 | D: 104 | E: 2 | F: 1.2 | G: 2 | H: -13 | I: -1.1
> O=C(CN(c1ccc(F)cc1)S(=O)(=O)c1ccc2c(c1)OCCO2)Nc1cccnc1
  A: 111 | B: 6 | C: -2 | D: 113 | E: 16 | F: 1.3 | G: -28 | H: -12 | I: 0.7
> Cc1sc2nc(SCC(=O)N3CCN(CCO)CC3)n(-c3ccccc3)c(=O)c2c1C
  A: 101 | B: 16 | C: -2 | D: 100 | E: 1 | F: -0.8 | G: 25 | H: -4 | I: 0.6
> CC(NC(=O)C(Cc1ccccc1)N1C(=O)C2C3CCC(C3)C2C1=O)c1ccccc1 (configuration not stated)
  A: 97 | B: 0 | C: -5 | D: 102 | E: -10 | F: -3.0 | G: 19 | H: -14 | I: -0.9
> O=C(NCCC1=CCCCC1)NC12CC3CC(CC(C3)C1)C2
  A: 103 | B: 11 | C: -5 | D: 104 | E: 3 | F: -2.3 | G: -16 | H: -8 | I: -1.8
> CC1CCCCN1CCCNc1ccc(C(CC(N)=O)NC(=O)c2ccccc2)cc1[N+](=O)[O-] (configuration not stated)
  A: 103 | B: 15 | C: -8 | D: 102 | E: -1 | F: 1.3 | G: 21 | H: 3 | I: 1.1
> O=C(NC1CCCC1)c1cc(S(=O)(=O)N2CCCC2)ccc1Cl
  A: 101 | B: 19 | C: -4 | D: 100 | E: 1 | F: 0.3 | G: 23 | H: -1 | I: 0.1

Going on with the list.
Compound | MEKK2 WT-MEK5 | NALP1 yeast inh | GalR3 antag | MEKK3 PB1 HTS | MEKK2 mut-MEK5 | OXTR agonist | PHOSPHO1 block | GPR7 antagonist | V1aR counter
COc1ccc2c(c1)c1ccc3c(c1n2C)C(=O)C=CC3=O | 97 | 4 | -11 | 103 | -3 | . | -4 | -18 | .
Cc1nc(NCCc2cnc[nH]2)c2oc3ccccc3c2n1 | 99 | 10 | 0 | 86 | -2 | -0.4 | 14 | 0 | -0.3
C=CCNC(=S)N(C1CCCCC1)C1CCCCC1 | 112 | 6 | 2 | 108 | 11 | -2.0 | -40 | -16 | -1.0
CC(=O)Nc1ccc(-c2csc(Nc3ncccn3)n2)cc1 | 92 | 2 | -2 | 95 | -5 | 0.7 | -13 | -2 | 0.4
COC(=O)c1cc(S(=O)(=O)Nc2cc(OC)cc(OC)c2)c[nH]1 | 102 | 11 | 1 | 104 | 8 | 2.5 | 31 | 10 | 4.7
CC(C)c1ccc(N(CC(=O)N2CCN(Cc3ccccc3)CC2)S(C)(=O)=O)cc1 | 98 | 9 | -9 | 100 | 0 | 0.2 | 24 | -8 | 0.4
COC(=O)C(NC(C)=O)(Nc1ccccc1)C(=O)OC | 102 | 4 | 4 | 101 | 1 | -0.1 | -51 | 6 | -0.9
CN(C)N1C(N)=C(C#N)C(c2ccccc2)C2=C1CCCC2=O (configuration not stated) | 92 | -10 | -4 | 106 | -12 | 0.4 | 1 | -11 | 1.9
COc1ccc(CCn2c(-n3nc(C)cc3C)nc3c2c(=O)[nH]c(=O)n3C)cc1 | 105 | . | 1 | 101 | 5 | -0.6 | . | -15 | 0.0
Cc1ccc(C(O)P(=O)(OCCC(C)C)c2ccc(N(C)C)cc2)cc1 (configuration not stated) | 102 | -2 | -12 | 105 | -1 | -1.2 | 34 | 23 | -1.6
Clc1ccc(CSc2nnc(-c3cccnc3)n2Cc2ccco2)c(Cl)c1 | 94 | 18 | -5 | 104 | -3 | -0.9 | 45 | 12 | 6.5
Cn1c(=NC(=O)C2=NNC(=O)CC2)sc2ccccc21 | 83 | -2 | -1 | 91 | -9 | -1.2 | 48 | -13 | -0.7
COc1ccccc1CC(=O)O/N=C(\N)Cc1cccc2ccccc12 | 98 | 7 | -4 | 99 | 0 | -1.3 | 8 | -8 | -0.4
COCCN(C(=O)CSc1nnc(C)n1Cc1ccccc1)c1c(N)n(CC(C)C)c(=O)[nH]c1=O | 100 | -1 | -5 | 107 | -2 | -0.4 | 8 | -7 | 0.3
O=C(O)C1=NN(c2ccccc2)C(=O)C1 | 87 | 5 | -2 | 90 | -16 | 0.7 | -6 | -12 | 0.1
CN(C)CCNC(=O)c1onc(CSc2nc3ccccc3[nH]2)c1C(=O)NCCN(C)C | 97 | 17 | -3 | 96 | -8 | 0.1 | -13 | 23 | -0.4
Cc1c(NS(=O)(=O)c2ccc(NC(=O)CCC(=O)O)cc2)c(=O)n(-c2ccccc2)n1C | 103 | 24 | -5 | 104 | 11 | 0.7 | 1 | -3 | 0.2
CC(C)c1ccc(CN2CC(C(=O)O)CC2=O)cc1 (configuration not stated) | 98 | 2 | -5 | 98 | 0 | 0.5 | 17 | -3 | -0.2
NC(=O)Cc1nc(-c2ccc([N+](=O)[O-])cc2)cs1 | 86 | 7 | -2 | 96 | -12 | 0.5 | 6 | -5 | 1.5
Cc1ccc(/C=N/NC(=O)Cn2ccc(C(F)(F)F)n2)o1 | 114 | -1 | -3 | 120 | -1 | 0.3 | 40 | -9 | 0.7

Reprinted from above, 7 compounds:
Compound | MEKK2 WT-MEK5 | NALP1 yeast inh | GalR3 antag | MEKK3 PB1 HTS | MEKK2 mut-MEK5 | OXTR agonist | PHOSPHO1 block | GPR7 antagonist | V1aR counter
CN(C)N1C(N)=C(C#N)C(c2ccccc2)C2=C1CCCC2=O (configuration not stated) | 92 | -10 | -4 | 106 | -12 | 0.4 | 1 | -11 | 1.9
COc1ccc(CCn2c(-n3nc(C)cc3C)nc3c2c(=O)[nH]c(=O)n3C)cc1 | 105 | . | 1 | 101 | 5 | -0.6 | . | -15 | 0.0
Cc1ccc(C(O)P(=O)(OCCC(C)C)c2ccc(N(C)C)cc2)cc1 (configuration not stated) | 102 | -2 | -12 | 105 | -1 | -1.2 | 34 | 23 | -1.6
Clc1ccc(CSc2nnc(-c3cccnc3)n2Cc2ccco2)c(Cl)c1 | 94 | 18 | -5 | 104 | -3 | -0.9 | 45 | 12 | 6.5
Cn1c(=NC(=O)C2=NNC(=O)CC2)sc2ccccc21 | 83 | -2 | -1 | 91 | -9 | -1.2 | 48 | -13 | -0.7
COc1ccccc1CC(=O)O/N=C(\N)Cc1cccc2ccccc12 | 98 | 7 | -4 | 99 | 0 | -1.3 | 8 | -8 | -0.4
COCCN(C(=O)CSc1nnc(C)n1Cc1ccccc1)c1c(N)n(CC(C)C)c(=O)[nH]c1=O | 100 | -1 | -5 | 107 | -2 | -0.4 | 8 | -7 | 0.3

Compound profiles (already shown).
Cn1c(=NC(=O)C2=NNC(=O)CC2)sc2ccccc21 is entered as MEKK2 WT-MEK5: 83; NALP1 yeast inh: -2; GalR3 antag: -1; MEKK3 PB1 HTS: 91; MEKK2 mut-MEK5: -9; OXTR agonist: -1.2; PHOSPHO1 block: 48; GPR7 antagonist: -13; V1aR counter: -0.7
C=CCNC(=S)N(C1CCCCC1)C1CCCCC1 is entered as MEKK2 WT-MEK5: 112; NALP1 yeast inh: 6; GalR3 antag: 2; MEKK3 PB1 HTS: 108; MEKK2 mut-MEK5: 11; OXTR agonist: -2.0; PHOSPHO1 block: -40; GPR7 antagonist: -16; V1aR counter: -1.0

Next entries
Compound | MEKK2 WT-MEK5 | NALP1 yeast inh | GalR3 antag | MEKK3 PB1 HTS | MEKK2 mut-MEK5 | OXTR agonist | PHOSPHO1 block | GPR7 antagonist | V1aR counter
O=C(Nc1nccs1)c1ccc(COc2ccccc2Br)o1 | 84 | 36 | -11 | 71 | -7 | -1.4 | -3 | 21 | 0.9
COc1ccccc1NC(=O)Nc1cccc(C(=O)O)c1 | 83 | 4 | -5 | 97 | -13 | 0.4 | -15 | -1 | -0.3
C#CCn1cc(/C=C2\NC(=O)NC2=O)c2ccccc21 | 109 | 4 | -7 | 106 | 12 | 1.4 | 33 | -3 | 1.1
Cc1c(C(=O)N2CCOCC2)sc(NC(=O)C(C)C)c1C#N | 103 | 0 | 9 | 102 | 7 | -0.1 | 10 | -8 | 0.3
CCN1CCN(CC(=O)Nc2c(OC)cccc2OC)CC1 | 92 | 1 | -10 | 89 | 2 | 0.5 | 27 | -15 | -0.7
COc1ccc(CN2CCCC(C(=O)N3CCCC3)C2)cc1 (configuration not stated) | 101 | -1 | -3 | 102 | -6 | 0.5 | 0 | 0 | 0.8
O=C(c1ccc(Cl)c(S(=O)(=O)N2CCOCC2)c1)N1CCOCC1 | 91 | 28 | -10 | 92 | -8 | 0.6 | 36 | 1 | 0.5
